M. tuberculosis HTS: M. tuberculosis growth inhibition, HTS (AID 449762). 0.59% of 330,000 active. inhibition, % at 25 µM, or IC50 in µM where a hit was titrated. M. tuberculosis H37Rv growth inhibition, 7H9 media; higher % means a stronger effect; in the data active = a potency from the dose series; inconclusive = inhibition above about 70% without an active follow-up result;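 note: bacterial growth assessed after seven days of incubation; strong numbers were not always called active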
Salmonella PhoP GFP: PhoP regulon inhibitors, Salmonella typhi PhoP promoter GFP reporter, confirmatory (AID 1850) | inhibition, % at 50 µM, or IC50 in µM where a hit was titrated | 0.33% of 310,000 active | Salmonella Typhi PhoP-promoter GFP reporter, fluorescence, 4 h; higher % means a stronger effect; in the data active = a potency from the dose series; inconclusive = inhibition mostly from about 25% at the one dose, without a potency; inactive = the rest, 99 in 100 with inhibition below about 19%;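 note: 0% = induced wells with vehicle and 100% = uninduced wells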
VEEV TC-83 Vero: inhibitors of VEEV TC-83 cytopathic effect, confirmation, Vero cells (AID 588727). Vero cells, VEEV TC-83 cytopathic effect inhibition; higher % means a stronger effect. one-dose inhibition, % at 20 µM; IC50 in µM for titrated hits. 0.13% of 350,000 active; in the data active = a potency from the dose series; inconclusive = inhibition mostly from about 14% at the one dose, without a potency; inactive = the rest, 99 in 100 with inhibition below about 12%; note: strong numbers were not always called active
influenza NS1A: H1N1 influenza NS1A inhibitors, functional cell based assay (AID 504329). NS1A functional cell-based assay, percent inhibition; higher % means a stronger effect. one-dose inhibition, % at 12.5 µM; IC50 in µM for titrated hits. 0.3% of 340,000 active; in the data active = a potency from the dose series; inconclusive = inhibition above about 27% without an active follow-up result; note: strong numbers were not always called active
tuberculosis growth: growth inhibition of non-replicating M. tuberculosis (AID 488890); 0.39% of 320,000 active; one-dose inhibition, % at 25 µM; IC50 in µM for titrated hits; Mycobacterium tuberculosis non-replicating, growth inhibition; higher % means a stronger effect; in the data active = a potency from the dose series; inconclusive = inhibition mostly from about 82% at the one dose, without a potency; inactive = the rest, 99 in 100 with inhibition below about 76%;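 note: plate controls were DMSO cells for no effect and high antibiotic wells for full effect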
VEEV TC-83 Vero 10K pilot screen: further read-out of VEEV TC-83 Vero, marked with its call; inhibition, %; measured here: 10K pilot screen inhibition
* marks the source's active call; other numbers are inactive results.

How did C/C=C\C(=O)Nc1cccc(C2=NOC3(C2)C[C@H](C(N)=O)N(C(=O)Cc2ccc([N+](=O)[O-])cc2)C3)c1 (some centres undefined) do in these assays?
M. tuberculosis HTS: -4%; Salmonella PhoP GFP: -2%; VEEV TC-83 Vero: inactive; influenza NS1A: 0%; tuberculosis growth: 18%

Results for COc1ccc(CNC(=O)[C@H](C)NC(=O)C2CCN(C(=O)[C@@H](N)CCSC)CC2)cc1 ?
M. tuberculosis HTS: -1%; Salmonella PhoP GFP: 17%; VEEV TC-83 Vero: inactive; influenza NS1A: -8%; tuberculosis growth: -13%

Results for CCCCCCNC(=O)N[C@H](C(=O)NCCC[C@H]1CN2C(=NC[C@H]2C)N1CCC(c1ccccc1)c1ccccc1)C(C)O (some centres undefined) ?
M. tuberculosis HTS: inconclusive; Salmonella PhoP GFP: 8%; VEEV TC-83 Vero: 0.6%; influenza NS1A: 2%; tuberculosis growth: inconclusive

How did O=C(NCc1cccnc1)C(=O)Nc1ccc([N+](=O)[O-])cc1 do in these assays?
M. tuberculosis HTS: -7%; Salmonella PhoP GFP: 7%; VEEV TC-83 Vero: inactive; influenza NS1A: -11%; tuberculosis growth: -3%

What do the screens show for `COc1ccc(/C=N\NC(=O)c2ccc(F)cc2)cc1COc1cc(F)ccc1[N+](=O)[O-]`?
M. tuberculosis HTS: -4%; Salmonella PhoP GFP: 0%; VEEV TC-83 Vero: 9.2%; influenza NS1A: 19%; tuberculosis growth: 3%

What do the screens show for `CCOc1ccc(NC(=O)CN(C)C(=O)CCNC(=O)c2ccco2)cc1OCC`?
M. tuberculosis HTS: 7%; VEEV TC-83 Vero: 1.8%; influenza NS1A: -2%; tuberculosis growth: 15%

How did O=C(Nc1ccccc1N1CCCCC1)c1cccc([N+](=O)[O-])c1 do in these assays?
M. tuberculosis HTS: 4%; Salmonella PhoP GFP: 1%; VEEV TC-83 Vero: 0.7%; influenza NS1A: 1%; tuberculosis growth: 5%

Results for O=C(NCCc1ccccc1)c1cc(-c2ccccc2)c(N2CCOCC2)s1 ?
M. tuberculosis HTS: 1%; Salmonella PhoP GFP: -7%; VEEV TC-83 Vero: 6.2%; influenza NS1A: 1%; tuberculosis growth: -8%

What do the screens show for `CC1(C)CC(=O)C2=C(C1)NCN(Cc1ccccc1)C2`?
M. tuberculosis HTS: -2%; Salmonella PhoP GFP: 7%; VEEV TC-83 Vero: 1.1%; influenza NS1A: -10%; tuberculosis growth: 1%

What do the screens show for `Cc1nn(CCCC(=O)O)c(C)c1[N+](=O)[O-]`?
M. tuberculosis HTS: 0%; Salmonella PhoP GFP: 1%; VEEV TC-83 Vero: 1.2%; influenza NS1A: -8%; tuberculosis growth: -13%

Results for COc1cc2c3c(c1OC)C1(C=CC(=NO)C=C1)CC3N(C(C)=O)CC2 (centres undefined) ?
M. tuberculosis HTS: 2%; Salmonella PhoP GFP: -6%; VEEV TC-83 Vero: 4.4%; influenza NS1A: -11%; tuberculosis growth: 1%

How did O=C(Oc1ccccc1Cl)c1ccc(N2CCOCC2)c([N+](=O)[O-])c1 do in these assays?
M. tuberculosis HTS: inconclusive; Salmonella PhoP GFP: 5%; VEEV TC-83 Vero: 0.2%; influenza NS1A: 5%; tuberculosis growth: inconclusive

What do the screens show for `Cc1ccc2nc3sc(C(=O)N4CCCc5ccccc54)c(N)c3cc2c1`?
M. tuberculosis HTS: -13%; Salmonella PhoP GFP: -3%; VEEV TC-83 Vero: 0.8%; influenza NS1A: 9%; tuberculosis growth: 24%

How did Cc1ccc(-c2csc3ncn(CC(=O)N4CCOCC4)c(=O)c23)cc1 do in these assays?
M. tuberculosis HTS: -6%; Salmonella PhoP GFP: 6%; VEEV TC-83 Vero: inactive; influenza NS1A: 1%; tuberculosis growth: -9%; VEEV TC-83 Vero 10K pilot screen: 0.2

What do the screens show for `CC1CCCCN1C(=O)CSc1nnc(-c2ccccc2O)o1` (centres undefined)?
M. tuberculosis HTS: 32%; Salmonella PhoP GFP: -4%; VEEV TC-83 Vero: 5.0%; influenza NS1A: -13%; tuberculosis growth: inconclusive

What do the screens show for `COc1cccc(OC)c1C(=O)NC(=S)Nc1ccc2c(c1)Cc1ccccc1-2`?
M. tuberculosis HTS: -5%; Salmonella PhoP GFP: 3%; VEEV TC-83 Vero: inactive; influenza NS1A: 0%; tuberculosis growth: -4%

How did C[C@@H]1CN=C2N(CCNC(=O)CCC3CCCCC3)[C@H](Cc3ccc(O)cc3)CN21 do in these assays?
M. tuberculosis HTS: 0%; Salmonella PhoP GFP: 9%; VEEV TC-83 Vero: inactive; influenza NS1A: -20%; tuberculosis growth: inactive

How did COc1ccc(Cc2nc(-c3ccccc3)no2)cc1 do in these assays?
M. tuberculosis HTS: 5%; Salmonella PhoP GFP: -5%; VEEV TC-83 Vero: inactive; influenza NS1A: -10%; tuberculosis growth: 70%

How did O=C(c1ccc(S(=O)(=O)NCC2CCCO2)cc1)N1CCN(c2ccccc2)CC1 (centres undefined) do in these assays?
M. tuberculosis HTS: 4%; Salmonella PhoP GFP: -2%; VEEV TC-83 Vero: 2.0%; influenza NS1A: 0%; tuberculosis growth: 2%

Results for CCc1ccc(NC(=O)CN(c2ccc(OC)cc2)S(=O)(=O)c2c(C)nn(C)c2C)cc1 ?
M. tuberculosis HTS: 1%; Salmonella PhoP GFP: -1%; VEEV TC-83 Vero: 6.1%; influenza NS1A: 0%; tuberculosis growth: -3%

What do the screens show for `Cc1cccc(N2CC(C(=O)OCC(=O)Nc3sccc3C(N)=O)CC2=O)c1C` (centres undefined)?
M. tuberculosis HTS: 1%; VEEV TC-83 Vero: 0.9%; influenza NS1A: -15%; tuberculosis growth: 16%

How did CCOC(=O)Cc1c(C)nc2c(C#N)c(C)nn2c1C do in these assays?
M. tuberculosis HTS: -2%; Salmonella PhoP GFP: -4%; VEEV TC-83 Vero: 1.1%; influenza NS1A: 3%; tuberculosis growth: -10%

What do the screens show for `CCOc1cc(NC(=O)C2CCCO2)c(OCC)cc1NC(C)=O` (centres undefined)?
M. tuberculosis HTS: -10%; Salmonella PhoP GFP: 9%; VEEV TC-83 Vero: 2.8%; influenza NS1A: -1%; tuberculosis growth: -8%; VEEV TC-83 Vero 10K pilot screen: 0.7

What do the screens show for `O=C(OCc1ccc(F)cc1)c1cc(S(=O)(=O)N2CCCCC2)ccc1N1CCOCC1`?
M. tuberculosis HTS: -5%; Salmonella PhoP GFP: 6%; VEEV TC-83 Vero: 1.0%; influenza NS1A: -3%; tuberculosis growth: -8%

Results for CCCN1C2CCCC1CC(NC(=O)c1cc(OC)cc(OC)c1)C2 (centres undefined) ?
M. tuberculosis HTS: 2%; Salmonella PhoP GFP: -1%; VEEV TC-83 Vero: inactive; influenza NS1A: -22%; tuberculosis growth: -9%

What do the screens show for `CC(Oc1ccc2c(-c3ccccc3)cc(=O)oc2c1)C(=O)NCCN1CCOCC1` (centres undefined)?
M. tuberculosis HTS: -4%; Salmonella PhoP GFP: 2%; VEEV TC-83 Vero: 1.6%; influenza NS1A: 4%; tuberculosis growth: 10%

How did O=C(CSc1ccc(F)cc1)NCCc1ccc(Cl)cc1 do in these assays?
M. tuberculosis HTS: -8%; Salmonella PhoP GFP: 8%; VEEV TC-83 Vero: inactive; influenza NS1A: -6%; tuberculosis growth: 60%

How did CN1c2ccc([N+](=O)[O-])cc2C(C)(C)C12C=Cc1cc(C(=O)O)ccc1O2 (centres undefined) do in these assays?
M. tuberculosis HTS: 0%; Salmonella PhoP GFP: -5%; VEEV TC-83 Vero: 1.2%; influenza NS1A: 1%; tuberculosis growth: -13%

Results for Cc1ccc(C(=O)Nc2nccs2)cc1 ?
M. tuberculosis HTS: 0%; Salmonella PhoP GFP: 6%; VEEV TC-83 Vero: 0.5%; influenza NS1A: 0%; tuberculosis growth: inactive

Results for COc1cccc2c(=O)c(C/C=C(/C)Cl)c(C)[nH]c12 ?
M. tuberculosis HTS: 1%; Salmonella PhoP GFP: 0%; VEEV TC-83 Vero: 3.5%; influenza NS1A: 13%; tuberculosis growth: 40%

Results for O=C(CN1CCCCC1)Nc1ccc(S(=O)(=O)N2CCOCC2)cc1 ?
M. tuberculosis HTS: -9%; Salmonella PhoP GFP: 2%; VEEV TC-83 Vero: inactive; influenza NS1A: 6%; tuberculosis growth: -4%

What do the screens show for `COC(=O)c1ccc(NC(=O)CCOc2ccccc2)cc1`?
M. tuberculosis HTS: 10%; Salmonella PhoP GFP: 15%; VEEV TC-83 Vero: 0.2%; influenza NS1A: 0%; tuberculosis growth: 51%

What do the screens show for `CCC(CC)n1c(C)cc(=O)n1C(CC)CC`?
VEEV TC-83 Vero: 8.6%; influenza NS1A: -21%

What do the screens show for `CCn1c(=S)sc2c(=O)n(CC(=O)Nc3ccccc3C(F)(F)F)c(C)nc21`?
M. tuberculosis HTS: -2%; Salmonella PhoP GFP: -10%; VEEV TC-83 Vero: inactive; influenza NS1A: -6%; tuberculosis growth: -4%

How did CSc1ccccc1OCc1cc(C(=O)NCc2ccc(C)s2)no1 do in these assays?
M. tuberculosis HTS: -16%; Salmonella PhoP GFP: 0%; VEEV TC-83 Vero: 3.8%; influenza NS1A: 0%; tuberculosis growth: 4%

Results for CCC(C)(C)C1CCC(NC(=O)c2ccc(S(=O)(=O)N3CCOCC3)cc2)CC1 (centres undefined) ?
M. tuberculosis HTS: -2%; VEEV TC-83 Vero: 1.6%; influenza NS1A: -5%; tuberculosis growth: 63%

How did Cc1ccc(S(=O)(=O)N/N=C\c2cn(CC(N)=O)c3ccccc23)cc1C do in these assays?
M. tuberculosis HTS: -1%; Salmonella PhoP GFP: -5%; VEEV TC-83 Vero: 0.6%; influenza NS1A: -2%; tuberculosis growth: -2%

Results for COc1ccc(C(=O)NC2CCCCCC2)cc1S(=O)(=O)N1CCCc2ccccc21 ?
M. tuberculosis HTS: -5%; Salmonella PhoP GFP: 4%; VEEV TC-83 Vero: inactive; influenza NS1A: 1%; tuberculosis growth: 2%; VEEV TC-83 Vero 10K pilot screen: 0.7

What do the screens show for `O=C(NCCO)c1ccc(Oc2ccc(C(F)(F)F)cc2[N+](=O)[O-])cc1`?
M. tuberculosis HTS: -1%; Salmonella PhoP GFP: 5%; VEEV TC-83 Vero: 1.6%; influenza NS1A: 3%; tuberculosis growth: -6%

What do the screens show for `COc1ccc(NC(=O)CN(C)S(=O)(=O)c2cccc3nsnc23)cc1OC`?
M. tuberculosis HTS: -1%; Salmonella PhoP GFP: 2%; VEEV TC-83 Vero: 0.4%; influenza NS1A: 5%; tuberculosis growth: -7%

What do the screens show for `COc1ccc(C2=CC(=O)CC(c3ccc(OC)cc3)C2)cc1` (centres undefined)?
M. tuberculosis HTS: inconclusive; Salmonella PhoP GFP: -18%; VEEV TC-83 Vero: 3.0%; influenza NS1A: -2%; tuberculosis growth: 66%

6 consecutive records from above, for reference:
What do the screens show for `Cc1cccc(N2CC(C(=O)OCC(=O)Nc3sccc3C(N)=O)CC2=O)c1C` (centres undefined)?
M. tuberculosis HTS: 1%; VEEV TC-83 Vero: 0.9%; influenza NS1A: -15%; tuberculosis growth: 16%

How did CCOC(=O)Cc1c(C)nc2c(C#N)c(C)nn2c1C do in these assays?
M. tuberculosis HTS: -2%; Salmonella PhoP GFP: -4%; VEEV TC-83 Vero: 1.1%; influenza NS1A: 3%; tuberculosis growth: -10%

What do the screens show for `CCOc1cc(NC(=O)C2CCCO2)c(OCC)cc1NC(C)=O` (centres undefined)?
M. tuberculosis HTS: -10%; Salmonella PhoP GFP: 9%; VEEV TC-83 Vero: 2.8%; influenza NS1A: -1%; tuberculosis growth: -8%; VEEV TC-83 Vero 10K pilot screen: 0.7

What do the screens show for `O=C(OCc1ccc(F)cc1)c1cc(S(=O)(=O)N2CCCCC2)ccc1N1CCOCC1`?
M. tuberculosis HTS: -5%; Salmonella PhoP GFP: 6%; VEEV TC-83 Vero: 1.0%; influenza NS1A: -3%; tuberculosis growth: -8%

Results for CCCN1C2CCCC1CC(NC(=O)c1cc(OC)cc(OC)c1)C2 (centres undefined) ?
M. tuberculosis HTS: 2%; Salmonella PhoP GFP: -1%; VEEV TC-83 Vero: inactive; influenza NS1A: -22%; tuberculosis growth: -9%

What do the screens show for `CC(Oc1ccc2c(-c3ccccc3)cc(=O)oc2c1)C(=O)NCCN1CCOCC1` (centres undefined)?
M. tuberculosis HTS: -4%; Salmonella PhoP GFP: 2%; VEEV TC-83 Vero: 1.6%; influenza NS1A: 4%; tuberculosis growth: 10%

Rows were taken by chance, and some 1.5% of all compounds hit somewhere here.
